High-throughput results (PubChem)
NALP1 yeast inh: inhibitors of NALP1 inflammasome in yeast; S. cerevisiae NALP1/ASC/caspase-1 growth, X-gal OD620, 72 h; inhibition, % at 10 µM; 280,000 tested, 0.61% active; AID 2071; in the data active means inhibition mostly above about 24%, no sharp cut-off; inactive means mostly below about 32%; further: some compounds called inactive have numbers as strong as hits
PfM18AAP inh: blocks P. falciparum M18 aspartyl aminopeptidase | recombinant PfM18AAP, H-Glu-NHMec fluorogenic cleavage | inhibition, % at 7.35 µM | 290,000 tested, 1.2% active | AID 1822;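 active means inhibition above the campaign mean inhibition over all tested compounds plus 3 SD, cut at about 28% in these data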;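 further: 0% = plate median of test compound wells and 100% = 2 mM ZnCl2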
SUMO HTRF inh: SUMOylation inhibition; P63279; HTRF SUMOylation assay, SAE1/SAE2 + UBC9, in vitro; inhibition, % at 35 µM; 290,000 tested, 0.36% active; AID 2006; in the data active means inhibition above about 50%, passing the limit was not always enough; further: strong numbers were not always called active
MEKK2mut PB1 HTS: signal of MEK5 binding to mutant human MEKK2 PB1 domain; bead flow cytometry, Alexa488-MEK5 binding to MEKK2 mutant; percent response, % at 10 µM; 290,000 tested, 0.35% active; in the data active means percent response above about 24%, passing the limit was not always enough; further: inactives centre near 1; some results filed as inactive read as strong as hits; reference of the scale not given here
IDE act: activators of human insulin-degrading enzyme in cells; P14735; HEK cells, FAbeta-B cleavage, fluorescence polarization; 0% vehicle, 100% cell-free pure enzyme wells; activation, % at 5.96 µM; 340,000 tested, 0.073% active; AID 493087;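 active means activation above the mean of all tested compounds plus 3 SD, set per screening campaign, cut at about 17% in these data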
MEKK3 PB1 HTS: raises or lowers MEK5 binding to the human MEKK3 PB1 domain. Q99759. bead-based flow cytometry, Alexa488-MEK5 binding to MEKK3; actives lie on both sides; 0 = blocked by unlabeled MEK5, 100 = vehicle. binding response (% of control), % at 10 µM. 290,000 tested, 1.4% active. AID 1529;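 active means binding response more than 3 SD above or below the average of its plate-row segment, actives on both sides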;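 further: Alexa488 bead fluorescence after subtracting the streptavidin-only scavenger bead signal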
p-CIP stab down: lowers stability of the mouse p/CIP coactivator protein. Q05BA5. F442A p/CIP-EGFP cells, EGFP fluorescence, 16 h. decrease of EGFP signal, % at 10 µM. 290,000 tested, 0.01% active. AID 1984;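 active means EGFP signal decrease of at least 30% at 10 µM or well 3 SD below plate mean, unless failing retest; inactive means the rest, including hits failing retest or dose response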; further: some compounds called inactive have numbers as strong as hits; many of its hits are not listed in these tables
Target sequence (Q05BA5 1-1403): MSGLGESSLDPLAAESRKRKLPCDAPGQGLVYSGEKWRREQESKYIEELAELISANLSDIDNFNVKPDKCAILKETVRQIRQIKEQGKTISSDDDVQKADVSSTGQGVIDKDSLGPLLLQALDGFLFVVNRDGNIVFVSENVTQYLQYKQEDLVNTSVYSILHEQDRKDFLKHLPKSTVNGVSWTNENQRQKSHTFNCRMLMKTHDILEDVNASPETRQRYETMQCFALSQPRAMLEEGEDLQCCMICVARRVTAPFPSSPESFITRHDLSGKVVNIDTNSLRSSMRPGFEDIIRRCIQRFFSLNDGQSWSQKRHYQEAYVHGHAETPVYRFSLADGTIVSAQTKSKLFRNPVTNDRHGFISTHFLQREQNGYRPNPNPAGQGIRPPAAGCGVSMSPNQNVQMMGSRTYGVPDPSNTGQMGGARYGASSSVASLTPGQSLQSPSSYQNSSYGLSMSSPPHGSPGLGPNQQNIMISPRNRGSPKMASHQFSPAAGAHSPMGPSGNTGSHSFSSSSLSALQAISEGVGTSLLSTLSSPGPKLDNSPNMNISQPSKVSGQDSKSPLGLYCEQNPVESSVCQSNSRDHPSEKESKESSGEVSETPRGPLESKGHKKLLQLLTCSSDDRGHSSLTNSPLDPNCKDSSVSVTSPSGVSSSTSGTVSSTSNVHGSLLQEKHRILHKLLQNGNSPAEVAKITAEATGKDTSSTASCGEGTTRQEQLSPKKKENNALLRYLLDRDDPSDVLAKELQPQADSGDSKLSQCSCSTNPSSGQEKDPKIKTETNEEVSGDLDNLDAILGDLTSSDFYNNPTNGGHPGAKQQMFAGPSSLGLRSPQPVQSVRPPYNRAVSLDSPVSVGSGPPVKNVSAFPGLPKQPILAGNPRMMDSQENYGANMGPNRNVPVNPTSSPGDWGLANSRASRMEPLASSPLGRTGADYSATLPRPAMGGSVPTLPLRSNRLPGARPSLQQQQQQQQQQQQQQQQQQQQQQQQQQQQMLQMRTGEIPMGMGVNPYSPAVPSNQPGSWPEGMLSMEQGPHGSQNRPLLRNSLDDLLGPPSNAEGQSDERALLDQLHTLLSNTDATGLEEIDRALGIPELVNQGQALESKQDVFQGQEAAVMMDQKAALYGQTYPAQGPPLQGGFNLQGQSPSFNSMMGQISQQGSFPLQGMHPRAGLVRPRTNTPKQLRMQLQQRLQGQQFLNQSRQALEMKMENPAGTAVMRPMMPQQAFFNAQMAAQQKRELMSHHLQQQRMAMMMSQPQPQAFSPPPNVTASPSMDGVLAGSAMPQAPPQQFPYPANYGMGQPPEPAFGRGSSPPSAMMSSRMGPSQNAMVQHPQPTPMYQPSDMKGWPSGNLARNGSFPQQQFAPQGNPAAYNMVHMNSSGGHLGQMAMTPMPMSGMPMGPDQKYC
IDE cell inh: inhibits human insulin-degrading enzyme in HEK cells; P14735; FAbetaB cleavage, fluorescence polarization; inhibition, % at 5.59 µM; 320,000 tested, 0.41% active;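 active means percent inhibition above the average of all tested compounds plus 3 SD, set per screening campaign, cut at about 16% in these data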;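 further: IDE supplied by intact live HEK cells; FP after avidin binding of uncleaved biotin substrate so inhibition keeps polarization high; 0% = DMSO wells and 100% = 60 µM reference IDE inhibitor Ii1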
MEKK2wt PB1 HTS: raises or lowers MEK5 binding to wildtype human MEKK2 PB1 domain. binding response (% of control), % at 10 µM. 290,000 tested, 1.1% active. bead flow cytometry, Alexa488-MEK5 binding to MEKK2 WT; actives lie on both sides. Q9Y2U5; in the data active means binding response below about 67% or above about 130%
An asterisk follows results filed as active; / = no result given; [ ] = dose if it differs, or a comment. Not all compounds are listed, so the mix of outcomes need not match the whole.

SMILES	NALP1 yeast inh	PfM18AAP inh	SUMO HTRF inh	MEKK2mut PB1 HTS	IDE act	MEKK3 PB1 HTS	p-CIP stab down	IDE cell inh	MEKK2wt PB1 HTS
COc1ccc(OC)c(NC(=O)Cc2coc3ccc4ccccc4c23)c1	14	10	8	2	-1	97	3	6	97
COc1cc(OC)cc(-c2nc3cc(C)ccc3o2)c1	16	4	11	-3	-1	97	-8	7	97
O=c1c2ccccc2nc(SCc2cc(=O)n3ccsc3n2)n1CCCO	25	-16	11	1	/	105	-12	/	106
CCCCCCCCSc1nnc2[nH]c(=O)cc(N)n12	10	1	9	0	-1	115	4	4	111
CCOC(=O)[C@@H]1[C@H]2COc3cc(OC)ccc3[C@@H]2N2C(=O)N(c3ccc(Cl)cc3)C(=O)[C@]12C	/	/	/	5	1	113	/	-2	109
CCCN1CCN(C(=O)C(C)n2nc(C)c3sc4ccccc4c3c2=O)CC1 (stereo unspecified)	11	5	11	4	-5	99	6	8	98
COc1ccc(CN2CCN(C(=O)Cn3c(=O)oc4cc(Cl)ccc43)CC2)c(OC)c1OC	2	-2	0	9	2	103	-12	5	103
Clc1ccc(-c2cc(-c3nnc4n3CCCCC4)c3ccccc3n2)cc1	19	2	-4	9	-11	102	-6	10	122
CCOc1ccc(C2C(C(=O)C3CC3)N3C=C(C#N)C=CC3C2(C#N)C#N)cc1 (stereo unspecified)	1	-5	3	2	/	99	-7	7	92
CC1CC(C)CN(CC(=O)c2cccs2)C1 (stereo unspecified)	2	-4	14	1	-1	102	2	4	101
CCN(CC)CCCNC(=O)C(C)n1nc(C)c2sc3ccccc3c2c1=O (stereo unspecified)	13	-11	8	-6	4	94	-17	1	99
COCc1cc(Sc2c(Cl)cccc2Cl)nc(-c2ccccc2)n1	3	3	-28	0	-1	108	-4	1	104
O=C(c1cnc(N2CCN(c3ncccn3)CC2)c2ccccc12)N1CCN(c2ccccn2)CC1	1	-1	11	1	-2	93	-5	3	98
Cc1cc(C(=O)NNC(=O)c2ccc(S(=O)(=O)N(C)C)cc2)c(C)o1	31	6	-6	-2	1	100	0	2	103
CCOC(=O)CCCSc1nnc(CCCCCN2C(=O)c3cccc4cccc(c34)C2=O)o1	28	4	4	9	6	108	-11	4	121
CCOC(=O)C(=O)Cc1nc2ccccc2s1	-2	7	1	2	-3	99	-26	9	99
NS(=O)(=O)c1ccc(NC(=O)NC2CCCCC2)cc1	19	-6	6	/	3	/	3	-1	/
COc1ccc(N2CCN(C(=O)CCS(=O)(=O)c3ccc4c(c3)CCN4C(=O)C3CC3)CC2)cc1	6	10	15	0	5	97	-18	7	99
Cc1ccc(S(=O)(=O)Nc2cccc(CP(=O)(c3ccccc3)c3ccccc3)c2)cc1	-1	5	6	-7	2	96	8	6	98
CC1(C)S[C@@H]2[C@H](NC(=O)COc3ccccc3)C(=O)N2C1C(=O)OCc1ccccc1 (stereo partly specified)	/	/	/	-4	2	99	/	4	93
Cc1cc(C(C)(C)C)ccc1OCCN(C)C	14	19	34	7	2	107	-7	1	111
CCN(CC)S(=O)(=O)c1ccc(N2CCN(C)CC2)c(NC(=O)Nc2ccccc2F)c1	2	5	14	10	2	97	-7	4	113
CC1(C)C(=O)C2(CCCC2)C(=O)OC1c1ccco1 (stereo unspecified)	3	3	6	-3	3	97	-2	-4	98
O=C(O)c1cccc(NC(=O)c2cn(-c3ccccc3)nc2-c2cccc(Br)c2)c1	-8	2	22	18	-1	113	-11	0	110
O=C(COc1ccc(S(=O)(=O)N2CCOCC2)cc1Cl)NCC1CCCO1 (stereo unspecified)	6	1	14	0	-2	100	4	4	98
COc1cccc(NC(=O)Nc2cc(C(=O)NC(C)C)ccc2N2CC3CC(C2)c2cccc(=O)n2C3)c1 (stereo unspecified)	10	-5	/	-1	0	102	-8	-8	99
CCOC(=O)c1c(-c2ccccc2)oc2ccc(OCC(=O)NNC(=O)CCCC(=O)O)cc12	27	-25	44	0	7	107	-3	/	107
COc1ccc(CCN(C)C2CCCN(S(=O)(=O)c3ccc(C)cc3)C2)cc1OC (stereo unspecified)	16	-1	3	15	3	107	8	1	115
Cc1ccccc1NC(=O)NC1CCCc2ccccc21 (stereo unspecified)	7	-3	6	7	4	100	-17	4	103
Clc1ccccc1-c1cc(COc2ccc3ccccc3c2)no1	20	3	-8	3	6	101	4	3	-1.0*
O=C(CSc1nnc(CNC(=O)c2ccccc2)o1)c1ccc(Cl)cc1	13	1	8	8	0	102	10	1	107
CNc1ccncc1S(=O)(=O)NC	25	-6	5	0	1	93	6	-2	94
O=C(N/N=C/c1ccncc1)c1cc(Br)ccc1OCc1ccccc1	-4	3	14	22	2	106	-24	-1	117
C=CCOC(=O)C1=C(C)Nc2nnnn2C1c1cccs1 (stereo unspecified)	-4	-7	-32	0	-3	97	1	3	101
O=C(NCCc1ccc(Cl)cc1)c1n[nH]c2ccccc12	6	3	-17	-1	-2	109	3	2	103
CN(C)/C=C1\SC(=S)N(c2ccc(Br)cc2)C1=O	/	5	22	5	-31	104	-8	6	94
CCn1cc(CN2CCN(Cc3ccccc3)C(CCO)C2)c2ccccc21 (stereo unspecified)	5	0	-13	8	-3	102	2	0	113
O=C(NC1CC1)C1CC(=O)N(c2ccc(F)cc2)C1 (stereo unspecified)	-6	3	-4	2	2	101	-10	-1	101
C#CCOCCOCCOCCNc1nc(N2CCN(C(=O)[C@H](C)n3cc(CCCN=C(N)N)nn3)CC2)nc(N2CCN(C(=O)[C@H](C)n3cc(CCCN=C(N)N)nn3)CC2)n1	3	1	-6	8	5	107	-2	6	110
Cc1cc(C)cc(N(CC(=O)NC2CCCCC2)C(=O)CNC(=O)c2ccco2)c1	-8	-6	-4	-1	3	104	-17	0	101
COc1cc(C(=O)Nc2nnc(CC(C)(C)C)s2)c([N+](=O)[O-])cc1OC	3	1	-7	0	3	100	2	0	101
COC(=O)C1=C(C)N(CCCC(=O)O)C(=O)NC1c1ccc(Cl)cc1 (stereo unspecified)	/	/	/	5	1	103	/	-1	104
COc1cc(/C=C2\CCCc3c2nc2ccccc2c3C(=O)O)cc(Cl)c1O	8	11	28	0	-6	106	-8	5	104
CCCC(c1nnnn1Cc1ccco1)N1CCN(c2ccccc2)CC1 (stereo unspecified)	1	-7	6	-7	4	98	-5	0	97
CN(C)CCNC(=O)Nc1ccc(F)cc1F	26	2	4	5	3	105	-8	-6	103
O=C(NN1C(=O)/C(=C/c2ccc(O)cc2)SC1=S)c1ccccc1O	-10	6	-15	0	-84	105	-131	103*	101
COc1ccc(-c2noc(-c3ccc(Cl)cc3[N+](=O)[O-])n2)cc1OC	14	-7	-20	-2	-4	100	0	-4	99
Cc1c(C(=O)N2CCCC2)sc(NC(=O)c2ccc(Cl)cc2)c1C#N	-9	-7	-2	3	3	83	-8	3	96
COC(=O)C1CCC(C)(C(=O)Nc2ccccc2)C1(C)C (stereo unspecified)	6	0	7	-20	2	3.0*[inhibitor]	-4	7	3.0*[inhibitor]
O=C(NCCCN1CCCCC1)C1CCN(S(=O)(=O)N2CCC3(CC2)OCCO3)CC1	3	-6	9	7	6	102	-9	0	108
Cc1c(NC2(C#N)CCCCC2)c(=O)n(-c2ccccc2)n1C	-3	5	15	2	4	97	-2	3	97
CC1S/C(=C(\C#N)C(=O)NCc2ccco2)N(Cc2ccco2)C1=O (stereo unspecified)	20	22	8	-34	-3	49*[inhibitor]	-15	1	38*[inhibitor]
COc1cccc2cc(C(=O)NCc3ccccn3)c(=O)oc12	6	1	30	10	-1	104	9	1	104
Cc1cn2c(nc1=O)OC1CC2OC1CO (stereo unspecified)	/	2	4	-1	-4	103	-1	3	102
Cn1c(=O)c(C#N)c(-c2ccc(F)cc2)c2cc(C(=O)c3cc(Cl)cc(Cl)c3O)cnc21	/	1	43	21	-1	123	-23	-6	116
Cc1cc(C)n(-c2nnc(C)n2/N=C/c2ccc(O)cc2)n1	-4	-3	-3	-11	7	99	24	5	85
Cc1c(Cl)cccc1NC(=O)Nc1cc(C(C)(C)C)nn1C	-2	3	1	-1	11	101	9	-5	98
O=C(CCNC(=O)c1ccccc1Cl)Nc1nccs1	7	3	-8	-1	0	100	2	4	101
O=C(C1=NN[C@@H]2C(=O)N(c3cccc(C(F)(F)F)c3)C(=O)[C@H]12)c1ccc2ccccc2n1	-8	3	-16	16	3	107	6	9	108
Cc1nc(C)c(-c2nnc(-c3ccccc3Cl)o2)cc1C(=O)NN	/	17	4	3	0	93	0	1	95

A different layout for some results above:
canonical_smiles | NALP1 yeast inh | PfM18AAP inh | SUMO HTRF inh | MEKK2mut PB1 HTS | IDE act | MEKK3 PB1 HTS | p-CIP stab down | IDE cell inh | MEKK2wt PB1 HTS
Cc1c(NC2(C#N)CCCCC2)c(=O)n(-c2ccccc2)n1C | -3 | 5 | 15 | 2 | 4 | 97 | -2 | 3 | 97
CC1S/C(=C(\C#N)C(=O)NCc2ccco2)N(Cc2ccco2)C1=O (stereo unspecified) | 20 | 22 | 8 | -34 | -3 | 49*[inhibitor] | -15 | 1 | 38*[inhibitor]
COc1cccc2cc(C(=O)NCc3ccccn3)c(=O)oc12 | 6 | 1 | 30 | 10 | -1 | 104 | 9 | 1 | 104
Cc1cn2c(nc1=O)OC1CC2OC1CO (stereo unspecified) | / | 2 | 4 | -1 | -4 | 103 | -1 | 3 | 102
Cn1c(=O)c(C#N)c(-c2ccc(F)cc2)c2cc(C(=O)c3cc(Cl)cc(Cl)c3O)cnc21 | / | 1 | 43 | 21 | -1 | 123 | -23 | -6 | 116
Cc1cc(C)n(-c2nnc(C)n2/N=C/c2ccc(O)cc2)n1 | -4 | -3 | -3 | -11 | 7 | 99 | 24 | 5 | 85
Cc1c(Cl)cccc1NC(=O)Nc1cc(C(C)(C)C)nn1C | -2 | 3 | 1 | -1 | 11 | 101 | 9 | -5 | 98
O=C(CCNC(=O)c1ccccc1Cl)Nc1nccs1 | 7 | 3 | -8 | -1 | 0 | 100 | 2 | 4 | 101
O=C(C1=NN[C@@H]2C(=O)N(c3cccc(C(F)(F)F)c3)C(=O)[C@H]12)c1ccc2ccccc2n1 | -8 | 3 | -16 | 16 | 3 | 107 | 6 | 9 | 108
Cc1nc(C)c(-c2nnc(-c3ccccc3Cl)o2)cc1C(=O)NN | / | 17 | 4 | 3 | 0 | 93 | 0 | 1 | 95

(listing goes on)
SMILES	NALP1 yeast inh	PfM18AAP inh	SUMO HTRF inh	MEKK2mut PB1 HTS	IDE act	MEKK3 PB1 HTS	p-CIP stab down	IDE cell inh	MEKK2wt PB1 HTS
C=CCNc1nc(N2CCCCC2)c(C#N)c2c1CN(Cc1ccccc1)CC2	4	6	3	14	-1	105	-18	-3	130
Cc1cccc(C(=O)NC2CC3CCCC(C2)N3C(=O)NC2CCCCC2)c1 (stereo unspecified)	7	-6	24	0	6	101	-7	2	99
CCOC(=O)CC1=CC(C)(CC(=O)OCC)C(C#N)(C#N)C(N)=C1C#N (stereo unspecified)	27	3	8	-6	-2	89	-10	-2	88
CC(C)(C)c1ccc(C(=O)Nc2ccc(C=C(C#N)C#N)cc2)cc1	23	-3	4	1	0	98	-12	5	98
Cc1cc(=O)[nH]c(Nc2ccc(Cl)cc2)n1	-6	0	/	-1	-8	100	-13	4	100
